FEN1 inh = inhibitors of human flap endonuclease 1; Recombinant FEN1 flap cleavage, fluorescence, 15 min; P39748; Potency, µM (titrated, usually from 114 µM), for the others: top-dose activity change, negative = inhibition, most hits filed as inhibitors; 0.35% of 390,000 active; AID 588795; note: nearly all actives have a fitted effect of over 65% in size
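FEN1 at 10 nM, compound pretreatment for 15 min (room temperature), 50 nM final substrate to initiate; endpoint reads at 0 and 15 min; DMSO-only plates used as vehicle background.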
N370S GC mod = inhibits or activates N370S mutant glucocerebrosidase | P04062 | N370S GC spleen homogenate, 4MU-glucoside fluorescence | Potency, µM (doses to about 59.4 µM), without a hit: top-dose activity change, negative = inhibition, usual class: inhibitors | 0.092% of 330,000 active;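 note: 0% = full enzyme activity and -100% = no enzyme basal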
KAT2A inh = inhibitors of human GCN5L2 histone acetyltransferase. AID 504327. Potency, µM (series often up to 58.9 µM), for the others: at the highest dose activity change, negative = inhibition, actives largely listed as inhibitors. GCN5L2 HAT assay, ThioGlo1 CoA-SH fluorescence. 0.21% of 390,000 active. Q92830
Target sequence (Q92830 whole entry, looked up): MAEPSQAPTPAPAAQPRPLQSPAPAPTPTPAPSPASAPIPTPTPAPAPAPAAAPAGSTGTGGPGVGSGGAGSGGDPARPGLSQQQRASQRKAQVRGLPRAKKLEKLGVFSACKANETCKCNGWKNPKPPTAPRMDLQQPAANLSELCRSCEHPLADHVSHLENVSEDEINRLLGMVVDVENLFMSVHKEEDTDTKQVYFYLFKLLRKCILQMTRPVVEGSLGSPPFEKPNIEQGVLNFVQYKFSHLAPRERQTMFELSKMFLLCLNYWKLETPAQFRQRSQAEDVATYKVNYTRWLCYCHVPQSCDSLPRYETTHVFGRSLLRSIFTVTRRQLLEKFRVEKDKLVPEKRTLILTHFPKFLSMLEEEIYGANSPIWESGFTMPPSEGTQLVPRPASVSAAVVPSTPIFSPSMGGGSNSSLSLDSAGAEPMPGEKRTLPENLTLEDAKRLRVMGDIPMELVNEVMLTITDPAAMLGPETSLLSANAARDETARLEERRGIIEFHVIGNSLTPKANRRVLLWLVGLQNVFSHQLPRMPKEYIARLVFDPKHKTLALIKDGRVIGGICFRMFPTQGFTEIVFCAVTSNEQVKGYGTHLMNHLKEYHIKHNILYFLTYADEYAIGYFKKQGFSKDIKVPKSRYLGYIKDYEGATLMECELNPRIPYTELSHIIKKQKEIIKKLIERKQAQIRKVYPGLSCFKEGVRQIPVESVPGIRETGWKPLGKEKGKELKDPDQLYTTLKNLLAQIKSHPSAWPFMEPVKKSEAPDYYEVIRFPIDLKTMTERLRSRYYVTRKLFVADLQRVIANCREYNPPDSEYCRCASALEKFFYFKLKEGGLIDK
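ThioGlo1-coupled HAT assay: 20nM GCN5L2, 70uM acetyl-CoA, 75uM H3(1-25) peptide, pH 7.5. Fluorescence read at 340/540nm at start and after 20 min at room temperature.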
Numbers without * were called inactive; u = inconclusive; x = not tested or not shown; & = joins results of further samples; [ ] = another dose, or the depositor's remark. Calls come from the whole dose curve; as a rule, active = well fitted curve in the direction sought with a large enough effect; inconclusive = small, poorly fitted or top-dose-only effect, or another doubt; inactive = no such curve, though single readings can be large; an effect the other way counts as inactive or inconclusive. Unless noted, % is set by controls: 0 for no effect and ±100 for the full control effect; potency is the fitted concentration of half-maximal effect.

SMILES | FEN1 inh | N370S GC mod | KAT2A inh
O=c1[nH]c(/C=C/c2ccc(Br)cc2)nc2ccccc12 | -4% | 3% | 2%
COc1ccc(CCC(C)NCc2ccc(F)cc2)cc1 (stereo unspecified) | 25% | -1% | 2%
CCN(CCN(C)C)C(=O)C1CCN(S(=O)(=O)c2c(C)noc2/C=C/c2ccccc2F)CC1 | -7%&-1% | 7.1µM* | 0%&-12%
CCc1ccc2[nH]c(C(=O)Nc3ccc4c(c3)OCO4)cc2c1 | -14% | 1% | -2%
Cn1c(N)c(C(=O)COC(=O)c2cc3ccccc3cc2O)c(=O)n(C)c1=O | -6% | x | -5%
CCc1cccc(CC)c1NC(=S)NCc1nc2ccccc2[nH]1 | 26% | -2% | -1%
CCn1c(C)[n+](Cc2ccccc2)c2ccc(C(=O)OC)cc21 | 0% | 6% | -17%
CN(C)c1c([N+](=O)[O-])cc2[nH]c(=O)[nH]c2c1[N+](=O)[O-] | -14% | -17% | -6%
Cc1cc(Br)c(OCc2ccc(C(=O)N/N=C3\CC(=O)CC(C)(C)C3)cc2)c(Br)c1 | -8% | -9% | -1%
CC1N=C2c3ccccc3N=C(SCC(=O)NCCc3ccc(Cl)cc3)N2C1=O (stereo unspecified) | -5% | x | -26%
Cc1ccsc1/C=N/NC(=O)c1ccccn1 | 1% | -2% | -6%
COc1ccc(CCNC(=O)CCNC(=O)N2CC(=O)Nc3ccccc32)cc1 | -4% | 6% | 5%
CCOC(=O)c1cnc2cc3c(cn2c1=O)CCCC3 | -3% | 16% | -14%
Cc1ccc(S(=O)(=O)N2CCC(C(=O)N3CCC[C@H]3C(=O)NC3CCS(=O)(=O)C3)CC2)cc1 (stereo partly specified) | -2% | 4% | 0%
O=C(NCc1ccccc1CN1CCCCC1)c1ccccc1N1CCCC1=O | -5% | x | -5%
CN1CCCN(C2C3CC4CC(C3)CC2C4)CC1 (stereo unspecified) | -6% | -5% | 0%
CC1CN(S(=O)(=O)c2cc(C(=O)NCCCN3CCCC3=O)ccc2Cl)CC(C)O1 (stereo unspecified) | 1% | x | 2%
CC(C)Cc1nnc(NC(=O)CCC(=O)Nc2ccc3cn[nH]c3c2)s1 | -7% | u | -2%
Cc1nc(-n2nnc3ccccc32)c2c3c(sc2n1)CCCC3 | -5% | 8% | -15%
Cc1sc(NC(=O)c2ccco2)c(C(c2ccccc2)N2CCC(C)CC2)c1C (stereo unspecified) | -13% | 16% | -24%
CCCCCCn1nc(C(=O)OCC(=O)c2c(N)n(C)c(=O)n(C)c2=O)c2ccccc2c1=O | -20% | 4% | -7%
Cc1nc(N)c(C#N)c(-c2ccccc2)c1C | 0% | -1% | -1%
COc1cc(/C=N/N2CCN(c3ccccc3OC)CC2)ccc1O | 10% | -11% | -8%
CCCCSC1(SCCCC)N=C(N)C2(C#N)C(c3ccccc3)NC(C)=C(C)C12C#N (stereo unspecified) | 11% | 0% | -4%

Part of the list above in order of count of non-hydrogen atoms, falling.
SMILES | FEN1 inh | N370S GC mod | KAT2A inh
Cc1cc(Br)c(OCc2ccc(C(=O)N/N=C3\CC(=O)CC(C)(C)C3)cc2)c(Br)c1 | -8% | -9% | -1%
COc1cc(/C=N/N2CCN(c3ccccc3OC)CC2)ccc1O | 10% | -11% | -8%
CCOC(=O)c1cnc2cc3c(cn2c1=O)CCCC3 | -3% | 16% | -14%

(further entries)
SMILES | FEN1 inh | N370S GC mod | KAT2A inh
CC1CN(C(=O)CCC(=O)NCCCN2CCC(Cc3ccccc3)CC2)c2cc(Cl)ccc2O1 (stereo unspecified) | -2% | -9% | -2%
O=C(NCSC1=NCCS1)c1ccccc1 | 9% | 3% | 0%
O=C(N/N=C\c1cc2c(cc1Cl)OCO2)c1cccnc1 | 11% | 3% | 2%
Cc1ccc(/C=N/NC(=O)CCCOc2ccc(Cl)cc2Cl)cc1 | -8% | -11% | -1%
CC[C@]1(O)C[C@@H]2CN(CCc3c([nH]c4ccccc34)[C@](C(=O)OC)(c3cc4c(cc3OC)N(C=O)[C@H]3[C@@](O)(C(=O)OC)[C@H](C(=O)OC)[C@@]5(CC)C=CCN6CC[C@]43[C@H]65)C2)C1 | x | -19% | -3%
Cc1cc(C)n(-c2ccc(C(=O)OCC(=O)c3ccc(Br)s3)cc2)n1 | 13% | 9% | -8%
COc1ccc(C)cc1N/C(N)=N/c1nc(C)cc(C)n1 | -5% | 7% | 2%
CC(C)=CCC/C(C)=C/CNC(=O)C[C@H]1C[C@H](C(=O)N(C(C)C)C(C)C)[C@@]2(C)c3[nH]c4cc(-c5ccco5)ccc4c3CCN2C1=O | -31% | x | -19%
CN(C)c1ccc(-c2nc3ccccc3c(=O)[nH]2)cc1 | 5% | 5% | -2%
COCCn1c(C)cc(/C=C2/SC(=O)N(C(C)C(=O)OC)C2=O)c1C (stereo unspecified) | -9% | 2% | -6%
Cn1c(CNC(=O)CNC(=O)c2cccc(Cl)c2)cc(=O)n(C)c1=O | -4% | -4% | -7%
O=C(Nc1cccc(F)c1)c1ccc2c(c1)OCCO2 | -16% | 2% | -2%

Fetched one by one from above, 2 records:
SMILES | FEN1 inh | N370S GC mod | KAT2A inh
CCN(CCN(C)C)C(=O)C1CCN(S(=O)(=O)c2c(C)noc2/C=C/c2ccccc2F)CC1 | -7%&-1% | 7.1µM* | 0%&-12%
CC[C@]1(O)C[C@@H]2CN(CCc3c([nH]c4ccccc34)[C@](C(=O)OC)(c3cc4c(cc3OC)N(C=O)[C@H]3[C@@](O)(C(=O)OC)[C@H](C(=O)OC)[C@@]5(CC)C=CCN6CC[C@]43[C@H]65)C2)C1 | x | -19% | -3%

Next compounds follow:
SMILES | FEN1 inh | N370S GC mod | KAT2A inh
O=C(NCCCN1CCN(c2cccc(Cl)c2)CC1)c1ccc(N2CCCC2=O)cc1 | -1% | 14% | -2%
Cc1ccc(/C=C/S(=O)(=O)NCC(=O)OCC(=O)NCc2ccccc2)cc1 | -5% | -3% | -4%
O=c1oc2ccccc2c(NC(c2ccccc2)c2ccccc2)c1[N+](=O)[O-] | 0% | u | -5%
CCOc1ccccc1/C=N/NC(=O)CNC(=O)COc1ccccc1 | -2% | 13% | -18%
Cc1ccc(/C=C/C(=O)NC(=S)N2CCN(C)CC2)cc1 | -5% | -17% | -6%
CCOC(=O)/C(=C/c1ccc(Cl)cc1)NC(=O)c1ccco1 | -1% | -1% | -4%
CN(C)CC(=O)Nc1cc(C(F)(F)F)ccc1Cl | 27% | 8% | 1%
Cc1ccc(CNC(=O)c2nn(C)c3c2CS(=O)(=O)c2ccccc2-3)cc1 | -13%&-2% | -13% | -3%&1%
COc1ccc(O)c(C(=O)CC(=O)c2ccccc2)c1 | x | 28% | -18%
Cc1nc(N2CCC(C)CC2)c2nnn(Cc3ccccc3)c2n1 | -22% | 26% | -8%
COc1ccc(C2=NOC3(CC(=O)N(c4ccc(F)cc4)C3=O)C2)cc1 (stereo unspecified) | -3% | 5% | 2%
CC(=O)N1CCc2cc(S(=O)(=O)N3CC(C)CC(C)C3)ccc21 (stereo unspecified) | 0% | 1% | -19%

Rewritten with two lines to a compound: entries from further up.
Every second line gives: FEN1 inh | N370S GC mod | KAT2A inh
> O=c1oc2ccccc2c(NC(c2ccccc2)c2ccccc2)c1[N+](=O)[O-]
  0% | u | -5%
> CCOc1ccccc1/C=N/NC(=O)CNC(=O)COc1ccccc1
  -2% | 13% | -18%
> Cc1ccc(/C=C/C(=O)NC(=S)N2CCN(C)CC2)cc1
  -5% | -17% | -6%
> CCOC(=O)/C(=C/c1ccc(Cl)cc1)NC(=O)c1ccco1
  -1% | -1% | -4%

Next section
SMILES | FEN1 inh | N370S GC mod | KAT2A inh
CCOc1ccccc1C(=O)N[C@H](C(=O)OCc1cc(=O)oc2cc(C)ccc12)C(C)C | -7% | 25% | -12%
CCN1CCN(C(=O)C2CCC(CNS(=O)(=O)c3ccc(NC(C)=O)cc3)CC2)CC1 (stereo unspecified) | 16% | 8% | -23%
N#Cc1nc(Cc2cccc3ccccc23)oc1NCc1ccco1 | 3% | -1% | -5%
COc1cc(C2Oc3ccccc3C=C2[N+](=O)[O-])cc(OC)c1OC (stereo unspecified) | u | 0% | -11%
CN(C)S(=O)(=O)c1cccc(-c2nn(-c3ccccc3)cc2/C=C(\C#N)c2nc3ccccc3[nH]2)c1 | -1% | -7% | -24%
CSCC[C@H](NC(=O)C1CCN(S(=O)(=O)c2ccc(C)cc2C)CC1)c1nc2ccccc2[nH]1 | 15% | x | -4%
COc1ccc(C(c2oc(CO)cc(=O)c2O)c2oc(CO)cc(=O)c2O)cc1OC | -3% | 1% | -10%
N#C/C=C(/c1ccc(F)cc1)N1CCOCC1 | -5% | -2% | -16%
O=C(COc1ccc(S(=O)(=O)N2CCOCC2)cc1)NCc1ccccc1 | 6% | -2% | -5%
Cc1ccc(NC(=O)CCS(=O)(=O)c2ccc3c(c2)NC(=O)C(C)S3)nc1 (stereo unspecified) | -11% | u | u
CCOC(=O)c1nnc(-c2ccc(C)cc2)nc1Sc1cccc(Cl)c1 | 0% | 5% | 8%
COc1cc(NC(=O)CCn2c(-c3ccccc3)cc(C(C)=O)c2C)cc(OC)c1 | -22% | x | 1%

Compounds shown so far with a cyano group (five):
SMILES | FEN1 inh | N370S GC mod | KAT2A inh
Cc1nc(N)c(C#N)c(-c2ccccc2)c1C | 0% | -1% | -1%
CCCCSC1(SCCCC)N=C(N)C2(C#N)C(c3ccccc3)NC(C)=C(C)C12C#N (stereo unspecified) | 11% | 0% | -4%
N#Cc1nc(Cc2cccc3ccccc23)oc1NCc1ccco1 | 3% | -1% | -5%
CN(C)S(=O)(=O)c1cccc(-c2nn(-c3ccccc3)cc2/C=C(\C#N)c2nc3ccccc3[nH]2)c1 | -1% | -7% | -24%
N#C/C=C(/c1ccc(F)cc1)N1CCOCC1 | -5% | -2% | -16%

Next part
SMILES | FEN1 inh | N370S GC mod | KAT2A inh
CC(=O)OC[C@H]1O[C@@H](Sc2cccc3cccnc23)[C@H](OC(C)=O)[C@@H](OC(C)=O)[C@@H]1OC(C)=O | 6% | 3% | -6%
O=C(CSc1nc2ccccc2nc1Cc1ccc(Cl)cc1)N1CCCc2ccccc21 | -3% | x | -11%
COc1cccc(NC(=O)Nc2ccc3nsnc3c2)c1 | u | -11% | -9%
COc1ccccc1CCNC(=O)c1ccc(C)o1 | -1% | -7% | -1%
CN(/C(=N\S(=O)(=O)c1ccccc1)c1ccccc1)c1ccc(O)cc1 | 20% | 9% | -1%
CC(=O)O[C@@H](C)C[N+](C)(C)C | x | 12%[21.6 µM] | 5%[21.4 µM]
COc1ccc(-c2csc(NC(=S)NC(=O)c3cccs3)n2)cc1Br | -6% | 5% | -4%
O=C(NCCC1=CCCCC1)C(=O)NCC(c1ccco1)N1CCN(c2ccccc2F)CC1 (stereo unspecified) | -4% | 3% | -4%
COC(=O)c1ccc(NS(=O)(=O)NC(=O)c2cn(C)c3ccccc23)cc1 | -3% | 3% | -3%
Cc1ccc(CNS(=O)(=O)c2ccc3c(c2)CC(C)N3C(=O)C2CCC2)cc1 (stereo unspecified) | -2% | x | -2%
Cc1sc2ncnc(NCC(c3ccco3)N3CCCC3)c2c1C (stereo unspecified) | 4% | -10% | -22%
COc1cccc(-c2ccc(SCc3ccccn3)nn2)c1 | -2% | -15% | -12%
O=C(O)CCNC(=O)/C(=C\c1ccco1)NC(=O)c1ccco1 | -7% | 9% | -4%
CC(=O)Nc1ccc(S(=O)(=O)NNC(=O)CCc2ccccc2)cc1 | 2% | -13% | -3%
Cc1ccc(C(=O)NCCCc2ccccc2)c(C)c1 | -2% | 5% | -4%
COC(=O)c1ccc(NC(=O)CN2CCN(c3ccccc3)CC2)cc1 | 6% | -13% | -11%

From PubChem BioAssay

Not all compounds are listed; count on the stated rates, not on these rows.
